Bioassay records: PubChem, National Center for Advancing Translational Sciences (NCATS)
KDM5B inh: KDM5B demethylase inhibition; KDM5B demethylase, FDH-coupled NADH fluorescence (FDH is formaldehyde dehydrogenase); Potency, µM (titrated, usually from 57.7 µM), without a hit: at the top dose activity change, negative = inhibition, hits mostly inhibitors; actives 2.6% (n = 220,000); active = well fitted inhibition curve with a large enough effect; inconclusive = small, poorly fitted or top-dose-only effect; inactive = no such curve, though single readings can be large or run the other way; note: 0% is about no effect; nearly all actives have a fitted effect of over 70% in size
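qHTS format, multiple compound concentrations. Buffer 50 mM HEPES pH 7.5/0.01% Tween-20; 200 nM KDM5BΔAP final; 10 min compound preincubation; substrate-mix levels 12.5 µM peptide, 25 µM α-KG, 0.25 mM NAD⁺; 30 min RT; ΔRFU.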
Active calls of the source: *; ? = inconclusive; & = joins results of further samples; [ ] = remark or other dose. Potency is the fitted concentration of half-maximal effect. An excerpt; count on the stated rates, not on these rows.

SMILES	KDM5B inh
c1ccc(-n2ncc3c(Nc4ccc5c(c4)OCO5)nc(NCC4CCCO4)nc32)cc1 (stereo not given)	?
O=C(OCC(=O)C12CC3CC(CC(C3)C1)C2)c1cc(F)c(F)cc1Cl	4.8%
COCC(=O)N[C@H]1C[C@H]2C(=O)NC[C@@H](CCC(=O)N3CCN(c4ccccc4)CC3)N2C1	?
CC(C)(C)c1ccc(C(=O)NNC(=S)NCc2ccco2)cc1	19.0%
CC(=O)N1CCC(C(=O)NCCc2ccccc2C(F)(F)F)CC1	0.1%
COc1ccc(Nc2nnc(-c3ccc(C)c(S(N)(=O)=O)c3)c3ccccc23)cc1	?
O=C(COCc1cc(-c2cccs2)on1)NCCN1CCCCCC1	-3.7%
COc1cc2c(cc1OC)CN(C(=O)CCCN(C)S(=O)(=O)c1ccc(F)cc1)CC2	-20.9%
O=C(Nc1ccccc1F)N1CCC(N2C(=O)C3(CCCCC3)C2c2ccncc2)CC1 (stereo not given)	-1.7%
COC(=O)CC1CCNCC1	-13.0%
Cc1cccc(NC(=O)Cc2nc(-c3c(N)n(Cc4ccccc4)c(=O)n(C)c3=O)cs2)c1	13.5%
CCn1cc(S(=O)(=O)N2CC[C@@H]3C(=O)NCCCCCCN(Cc4ccncc4)[C@@H]3C2)cn1	-24.7%
Cc1cccc(Cn2cc(C(=O)Nc3ccc(S(N)(=O)=O)cc3)ccc2=O)c1	-8.6%
Cc1ccc(C2=CC(c3ccc(F)cc3)n3nnnc3N2)cc1 (stereo not given)	-29.5%
Cn1cc([C@@H](NC(=O)CCc2cn3ccccc3n2)C2CC(O)C2)cn1 (stereo not given in full)	31.6µM*
O=C(Cn1ccn2nc(-c3ccccc3)c(CO)c2c1=O)Nc1ccc2c(c1)OCCO2	?
COc1ccc(-n2nc(C(=O)NCC(=O)NCCN(C)C)c3ccccc3c2=O)c(OC)c1	18.2%
O=C(Nc1cccc(Cl)c1)Nn1cnnc1	-16.8%
O=C(Nc1cccc(F)c1)c1ccc2c(c1)CC(c1ccc(F)cc1)OC2=O (stereo not given)	2.4%
CC(C)(C)c1ccc(S(=O)(=O)n2cnc3ccccc32)cc1	8.3%
CC(=O)Nc1ccc(C2(C(=O)NCc3ccccc3C)CCC2)cc1	14.0%
COc1ccc(CC(=O)Nc2cccc(-c3ccc4nncn4n3)c2)cc1OC	18.7%
Cc1cccc(C(=O)N(Cc2ccco2)Cc2ccccc2F)c1	?
Cc1ccc(N2CC(c3nnc(Cc4ccc(F)cc4Cl)o3)CC2=O)cc1 (stereo not given)	-16.7%
O=C(NCCc1ccccc1)C1CCCN(C2CCN(Cc3ccncc3)CC2)C1 (stereo not given)	-10.9%
Cc1cc(CNC(=O)[C@@H]2CCC[C@@H](NC(=O)C3CC3)CN(C)C(=O)C2)no1	-7.9%[86.2 µM]
CCOc1ccccc1NC(=O)N(C)CCc1c(C)nn(CC)c1C	?
Cc1cc(C(=O)N2CCCC(Nc3ccc(C(C)C)cc3)C2)nn1C (stereo not given)	-13.3%
Oc1c(C=Nc2ccc(Cl)c(C(F)(F)F)c2)ccc2ccccc12	-16.8%
Cc1ccc2ncnc(Oc3ncccc3[N+](=O)[O-])c2c1	-0.3%
Cc1ccc(N2CCN(c3cnn(-c4nc5ccccc5s4)c(=O)c3Cl)CC2C)cc1 (stereo not given)	7.2%
COc1cc(Br)c(/C=N/O)cc1OC	26.6%
Cc1noc(C)c1C(=O)N1CC(N(Cc2cccnc2)CC(C)C)C1	0.9%
CCn1cc2c3c(cccc31)CN(C(=O)Cc1ccccc1C)CC2	?
O=C1Nc2ccc(-c3ccc(F)cc3F)cc2C(=O)N2C[C@H](O)C[C@@H]12	-10.9%[86.2 µM]
Oc1ccc(-c2nc(-c3ccc(Cl)cc3)cs2)cc1	-8.7%
O=C(OCc1cccc(Cl)c1)c1ccc(O)cc1	0.0%
O=C(Nc1ccc(Oc2ccccc2)cc1)O[C@@H]1CO[C@H]2[C@@H]1OC[C@@H]2NC(=O)c1ccc(C(F)(F)F)cc1	-4.0%
CCCS(=O)(=O)N1C[C@@H](Oc2ccccc2)C[C@@H]1C(=O)NCCOC	-20.0%
COc1cccc2c1Oc1nc(-c3ccccc3)nc(SCC(=O)N3CCCCC3)c1C2	-8.9%
CN1Cc2ncnc(N3CCOCC3)c2CN(c2cccnc2)C1=O	4.0%[86.2 µM]
O=C(C1CC2(CCNCC2)CN1)N1CCC(c2nc3ccccc3[nH]2)CC1 (stereo not given)	-39.1%
Cc1ccc(NC(=O)c2cc3ncccn3n2)cc1C	0.1%
CCn1nccc1C(=O)N1C[C@@H](Oc2ccccc2)C[C@H]1C(=O)N1CCOCC1	6.2%
Cc1cnc(C(=O)NC2C[C@H]3CC[C@@H](C2)N3C(=O)CCc2ccccc2)cn1 (stereo not given in full)	-9.6%
COCCn1c(CO)nnc1C1CC(NC(=O)Cc2nc(C)sc2C)C1 (stereo not given)	0.8%
COCc1cccc(C(=O)NCc2ccc(C(=O)OC)cc2)c1	17.9%
C=CCn1c(NCCN(CC)CC)nc2c1c(=O)[nH]c(=O)n2C	2.8%
CC1=C(C(=O)OC2CCCC2)C(c2ccc(F)cc2F)CC(=O)N1 (stereo not given)	1.8%
COc1cccc(CNC(=O)c2cnc3sc(N4CCCC4)nn3c2=O)c1OC	?
Cc1ccc(NC(=O)c2ccc3c(c2)N(C)C2CCCCCN2C3=O)c(F)c1 (stereo not given)	?
COc1ccc(-n2nc3n(c2=O)CCN(CC2CCCCC2)C3)cc1	?
Cc1cc(-c2cccc(OCCn3ccnc3)c2)ccn1	?
COc1ccc(CCNC(=O)c2ccc(N3C(=O)CCS3(=O)=O)cc2)cc1	8.5%
Cc1ccc(CNC(=O)CSc2n[nH]c(N)n2)cc1	12.3%
CC(=O)N1CCC([C@@H]2CN(Cc3ccc(Br)cc3)C[C@H]2CO)CC1	?
c1ccc(CNCC(c2ccccc2)N2CCCC2)cc1 (stereo not given)	-11.3%
COc1cccc(-n2nnc(-c3nc(-c4ccccc4F)no3)c2C)c1	-10.0%
CCCCCC(=O)Nc1nc2c(s1)C[C@@H]1[C@](C)(CO)[C@H](O)CC[C@@]1(C)[C@@H]2CC(=O)Nc1ccccc1	0.9%
COc1cccc(CCC(=O)Nc2nc(C)c(C(C)=O)s2)c1OC	7.1%

Among those listed so far, these have an aryl thioether with sulfur outside any ring.
SMILES	KDM5B inh
COc1cccc2c1Oc1nc(-c3ccccc3)nc(SCC(=O)N3CCCCC3)c1C2	-8.9%
Cc1ccc(CNC(=O)CSc2n[nH]c(N)n2)cc1	12.3%

The results go on:
SMILES	KDM5B inh
Cc1nnc(NC(=O)C2c3ccccc3C(=O)N(Cc3ccccc3)C23CCCC3)s1 (stereo not given)	14.4%
COc1ccc(O[C@H]2COCCN(C(=O)c3cccc(F)c3)C2)cc1	0.7%[86.2 µM]
COCCNC(=O)[C@@H]1C[C@H](Oc2cccnc2)CN1C(=O)c1nccc2ccccc12	-12.4%
CCC(=O)C1=C(c2ccc(Cl)cc2)N(C(=O)CC)n2c(C)nnc2S1	-25.4%
Cc1ccc(C)c(C(=O)c2sc(Nc3ccccc3)nc2N)c1	-25.9%
CN(C)CCCNC(=O)c1cc(Br)ccc1O	?
O=C(NCc1csc2ccccc12)Nc1cc(Cl)cc(Cl)c1	3.1%
O=C1Nc2ccccc2CC12CCN2Cc1ccc(OC(F)(F)F)cc1 (stereo not given)	32.4%[activator]
O=C(CCc1nc2ccccc2s1)NCC1Cn2cccc2CN1Cc1ccccc1 (stereo not given)	25.1µM*
CC(C)n1c(CCNC(=O)CC[C@H]2NC(=O)c3ccccc3NC2=O)nc2ccccc21	13.6%
CCOc1ccccc1C(=O)N1CCC(N2CC3CC(C2)[C@H]2CCCC(=O)N2C3)CC1 (stereo not given in full)	-8.2%
N#Cc1ccc(CN2CCCC3(Cc4ccccc4CNC3=O)C2)cc1 (stereo not given)	5.2%[149 µM]
COc1ccc(CN2CC(Oc3ccc(OC)cc3)C2)cc1	29.7%[149 µM]
Cc1nc(Cc2nn3c(-c4ccc(F)c(Br)c4)nnc3s2)cs1	-0.6%
CC(C)(C)c1ccc(C(=O)O/N=C(\N)c2ccccn2)cc1	-1.2%
CCc1noc(-c2nc(-c3ccc(OC)c(OC)c3)no2)n1	-5.0%
CN(C)C[C@H]1O[C@@H]2C[C@@H](CC(=O)N3CCOCC3)O[C@@H]2[C@@H]1O	23.9%[86.2 µM]
CCOC(=O)c1c(C)[nH]c(C)c1S(=O)(=O)N1CCC(C(=O)Nc2cc(Cl)ccc2OC)CC1	-19.2%
Cc1cccc(OCC(=O)Nc2ccccc2SCc2cc(=O)n3c(ncn3C(C)C)n2)c1C	15.5%
CCc1c(C(C)=O)oc2ccc(C)cc12	-10.1%
Cc1ccc2oc(SCc3noc(CCC(=O)Nc4ccc(C(F)(F)F)cc4)n3)nc2c1	-12.7%
CN(C)CC/C=C1/c2ccccc2CS(=O)(=O)c2ccccc21	17.4%
Cc1ccccc1/C=N/NC(=O)c1cccs1	-7.4%
COc1cccc(Nc2nc(-c3ccc(CNC(C)=O)s3)cs2)c1	-13.4%
CC(Oc1cccc(Br)c1)c1nc(-c2ccncc2)no1 (stereo not given)	16.7%
Cc1ccc(S(=O)(=O)N2CCN(C3CC4CCC3C4)CC2)cc1 (stereo not given)	?
Cc1ccccc1C(=O)N1CCCN(c2cc(-c3ccc(Cl)cc3)[nH]n2)CC1	?
CNC(=O)CCn1ncc2cc(OCc3ccccc3-c3ccc(OC)cc3Cl)ccc21	?
N#Cc1ccc(OCc2nc(-c3ccc(Br)o3)no2)cc1	-0.4%
O=C(NC1CCCC1)C1CCCN(C2CCN(C3Cc4ccccc4C3)CC2)C1 (stereo not given)	31.6µM*
NC(=O)c1ccc2nc(-c3ccccc3)c(-c3ccccc3)nc2c1	?
O=C(CSc1ccc(Cl)cc1)Nc1ccc2c(c1)OCCCO2	-9.5%
O=C(N/C(=C/c1ccc(F)cc1)C(=O)N1CCCCC1)c1ccco1	-5.4%
CCOc1ccc(CC(=O)N2C[C@@H](COC)[C@H](C(N)=O)C2)cc1	22.4%
COc1ccc(N2C3=C(C(=O)CC(C)(C)C3)C(c3ccccc3OC)C3=C2CC(C)(C)CC3=O)cc1	?
O=C(Cc1nc(-c2c[nH]c(C(=O)N3CCCC3)c2)cs1)NCc1ccccc1	9.9%
CC(C)(/C=N/O)N(O)C=C1C=CC(=O)C=C1	-5.7%
COc1ccc(C(=O)NCC(=O)N2CCCCCCNC(=O)CC2c2ccccc2)c(OC)n1 (stereo not given)	-5.1%
CCOc1ccc(OCC)c(Nc2nc3ccc(Cl)cc3n3cnnc23)c1	-29.7%
COCCc1nncn1C1CCN(S(=O)(=O)c2cc(F)cc(F)c2)CC1	22.8%

Reformatted bar-delimited: entries from further up.
mol | KDM5B inh
O=C(NC1CCCC1)C1CCCN(C2CCN(C3Cc4ccccc4C3)CC2)C1 (stereo not given) | 31.6µM*
NC(=O)c1ccc2nc(-c3ccccc3)c(-c3ccccc3)nc2c1 | ?
O=C(CSc1ccc(Cl)cc1)Nc1ccc2c(c1)OCCCO2 | -9.5%
O=C(N/C(=C/c1ccc(F)cc1)C(=O)N1CCCCC1)c1ccco1 | -5.4%

(more compounds)
SMILES	KDM5B inh
COc1ccccc1-c1onc(C)c1C(=O)NCCc1ccc(F)cc1	?
CC(C)N1Cc2nnn(Cc3ccccc3)c2-c2cc(F)ccc2S1(=O)=O	17.6%
Cc1c(-c2ccccc2)c(=O)oc2cc(OC(=O)N3CCOCC3)ccc12	-4.5%
O=C(CCCc1cccs1)N1CCC2(CC1)[C@H](O)C[C@@H]2OCCO	23.0%
O=C(COC(=O)c1c[nH]c2ccccc12)NC(=O)NC1CCCC1	16.7%
O=C(NC1CC(=O)N(c2ccc(Cl)cc2)C1)c1ccc2c(c1)OCO2 (stereo not given)	-18.5%
Cc1cc(-c2nnn(CC(=O)NC(C)(C)C)n2)ccc1F	-22.8%
Cc1ccc(CCNc2nc3c(S(=O)(=O)c4ccccc4)nnn3c3ccsc23)cc1	-27.3%
CCOC(=O)c1noc2nc(C)n(CC(=O)Nc3cc(Cl)ccc3OC)c(=O)c12	14.5%&7.6%
O=C(CCc1nc2cccnc2n1-c1ccccc1)Nc1ccc(Cl)c(Cl)c1	-23.8%
COc1ccc2oc(=O)c(-c3ccccc3)c(C)c2c1	?
CCn1cc(C(=O)N2CCN(c3cc(Cl)ccc3C)CC2)c(=O)c2cc(S(=O)(=O)N3CCCC3)ccc21	-13.9%[11.5 µM]
O=C(Nc1cccc(F)c1)N1CCCC(c2nn[nH]n2)C1 (stereo not given)	?
Cc1ccc(NS(=O)(=O)c2c(C)nc3sccn3c2=O)c(Cl)c1	-11.8%
O=C(CCC1CCCCC1)NCC1CCCO1 (stereo not given)	28.3%
Cc1ncoc1C(=O)N1CCCCCCn2c(nnc2-c2ccc(F)cc2)CC1	-24.7%
CCNC(=O)Nc1ccc(OCC(=O)N2CCC(C)CC2)nc1	20.3%
Cc1cccc(N2CCN(C(=O)CN3C(=O)COc4ccc(S(=O)(=O)N5CCCC5)cc43)CC2)c1C	7.6%
COc1ccccc1-n1cc(C(=O)c2cc(Cl)ccc2O)cc(C#N)c1=O	18.7%
O=C(Nc1nonc1-c1ccc2c(c1)CCCC2)c1cc(=O)c2cc(Cl)ccc2o1	3.5%
Cc1ccc2c(c1)N(C(=O)N1CCC(C(=O)NCc3ccccc3F)CC1)CC(C)O2 (stereo not given)	0.1%
O=c1c2nc(OCc3ccc(-n4cccn4)cc3)ccc2ncn1Cc1ccccc1	?
CCc1ccccc1NC(=O)C1COc2ccccc2C1 (stereo not given)	14.7%

Shown with bars between the fields: part of the list above.
compound | KDM5B inh
CC(C)(C)c1ccc(C(=O)O/N=C(\N)c2ccccn2)cc1 | -1.2%
CCc1noc(-c2nc(-c3ccc(OC)c(OC)c3)no2)n1 | -5.0%
CN(C)C[C@H]1O[C@@H]2C[C@@H](CC(=O)N3CCOCC3)O[C@@H]2[C@@H]1O | 23.9%[86.2 µM]
